Source: PubChem (several laboratories)
M4 PAM: CHRM4 positive allosteric modulation; P08173; CHO-K1 hM4/Gqi5, Fluo-8 calcium fluorescence, ACh EC20; 0% = ACh EC20, 100% = maximal ACh; activation, % at 3 µM; 0.4% of 360,000 active; AID 624126;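 active = activation above its plate's cutoff, the mean activation of sample wells plus 3 SD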; note: some results filed as inactive read as strong as hits
Target sequence (P08173 whole entry, looked up): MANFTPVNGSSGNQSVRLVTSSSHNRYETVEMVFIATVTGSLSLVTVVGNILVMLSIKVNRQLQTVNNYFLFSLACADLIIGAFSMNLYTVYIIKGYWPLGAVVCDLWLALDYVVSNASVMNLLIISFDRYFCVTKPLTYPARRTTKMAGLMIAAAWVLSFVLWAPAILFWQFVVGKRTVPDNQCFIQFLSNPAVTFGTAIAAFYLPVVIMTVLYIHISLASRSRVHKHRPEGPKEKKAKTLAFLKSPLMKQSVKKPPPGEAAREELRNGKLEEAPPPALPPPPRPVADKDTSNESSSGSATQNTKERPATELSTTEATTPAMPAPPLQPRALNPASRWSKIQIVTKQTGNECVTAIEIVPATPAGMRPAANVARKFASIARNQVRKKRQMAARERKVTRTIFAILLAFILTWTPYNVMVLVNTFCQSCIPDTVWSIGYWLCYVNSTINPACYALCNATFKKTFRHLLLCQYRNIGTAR
CHRM5 antagonist: CHRM5 antagonism in calcium assay; CHO-hM5 cells, Fluo-8 calcium fluorescence, ACh EC80; 0.59% of 360,000 active; AID 624040; inhibition, % at 3 µM; P08912;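 active = inhibition above a per-plate cutoff, the mean of that plate's test compounds plus 3 SD, cut at about 27% in these data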;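 note: 0% = acetylcholine EC80 with DMSO and 100% = DMSO without agonist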
Target sequence (P08912 whole entry, looked up): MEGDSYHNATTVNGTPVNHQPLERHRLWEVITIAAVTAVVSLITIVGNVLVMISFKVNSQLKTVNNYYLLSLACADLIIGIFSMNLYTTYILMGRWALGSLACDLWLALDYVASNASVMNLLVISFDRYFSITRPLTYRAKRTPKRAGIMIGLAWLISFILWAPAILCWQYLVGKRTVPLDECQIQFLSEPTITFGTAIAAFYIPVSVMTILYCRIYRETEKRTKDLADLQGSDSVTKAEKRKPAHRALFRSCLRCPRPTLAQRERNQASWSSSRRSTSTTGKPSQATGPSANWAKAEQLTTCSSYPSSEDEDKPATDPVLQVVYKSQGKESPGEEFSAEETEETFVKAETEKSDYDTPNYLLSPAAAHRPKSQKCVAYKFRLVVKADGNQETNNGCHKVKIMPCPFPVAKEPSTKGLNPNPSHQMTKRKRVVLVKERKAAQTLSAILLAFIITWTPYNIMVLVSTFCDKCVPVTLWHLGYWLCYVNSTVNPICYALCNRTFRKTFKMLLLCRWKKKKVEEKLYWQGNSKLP
CRFR2-BP antag: antagonists of CRF-binding protein/CRF-R2 receptor complex; HEK293 CRF-R2/CRF-BP, CRF-induced calcium fluorescence; inhibition, % at 11.8 µM; 0.59% of 350,000 active;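 active = inhibition of the ligand-induced calcium signal above about 50% at the single tested concentration, limit read from the data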
CHRM4 agonist: CHRM4 agonism in calcium assay. P08173. CHO-K1 hM4/Gqi5, Fluo-8 calcium fluorescence; vehicle 0%, full acetylcholine response 100%. activation, % at 3 µM. 0.14% of 360,000 active. AID 624127;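 active = activation above the run mean over all test wells plus 3 SD, cut at about 32% in these data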;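 note: peak over basal fluorescence ratio per well then scaled between controls; 0% = DMSO wells and 100% = acetylcholine at EC100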
IDE inh: inhibits human insulin-degrading enzyme in HEK cells | P14735 | FAbetaB cleavage, fluorescence polarization | inhibition, % at 5.59 µM | 0.41% of 320,000 active;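 active = percent inhibition above the average of all tested compounds plus 3 SD, set per screening campaign, cut at about 16% in these data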;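 note: IDE supplied by intact live HEK cells; FP after avidin binding of uncleaved biotin substrate so inhibition keeps polarization high; 0% = DMSO wells and 100% = 60 µM reference IDE inhibitor Ii1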
CHRM4 antagonist: CHRM4 antagonism in calcium assay; 0.73% of 360,000 active; AID 624125; CHO-hM4 cells, ACh EC80, Fluo-8 calcium fluorescence; P08173; inhibition, % at 3 µM;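 active = inhibition above its plate's cutoff, the mean inhibition of sample wells plus 3 SD, cut at about 27% in these data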;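 note: 0% = acetylcholine EC80 with DMSO and 100% = DMSO without agonist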
M5 PAM: potentiates acetylcholine response at human M5 receptor; CHO-K1 hM5, Fluo-8 calcium, ACh EC20 PAM; 0% = ACh EC20, 100% = ACh EC100; 0.3% of 360,000 active; activation, % at 3 µM; P08912;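 active = activation above the run cutoff, the mean activation of all test compounds plus 3 SD, cut at about 18% in these data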
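System: CHO-K1 cell line with stable human muscarinic M5 receptor expression | Also added: EC20 acetylcholine as agonist stimulus | Compound: One concentration, 3 µM final (nominal) | Timing: Fluo-8 loading 80 min at 37 °C plus 30 min room temperature | Measured by: Fluo-8 calcium dye fluorescence, kinetic read | Read-out basis: % activation, ACh-normalized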
CRFBP-R2 agonist: CRF-BP/CRF-R2 complex agonism. HEK293 CRF-R2/CRF-BP, calcium dye fluorescence (FLIPR); percent of saturating CRF peptide response. activation, % at 13.2 µM. 0.46% of 350,000 active. AID 588473;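 active = activation of at least 50%, plus an integration ratio under a set limit after plate pattern correction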;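 note: plate controls were neutral control wells without compound for no effect and CRF at EC100 for full effect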
M5 ag: agonists of human muscarinic M5 receptor (CHRM5); AID 624037; 0.19% of 360,000 active; P08912; activation, % at 3 µM; CHO-K1 hM5 cells, Fluo-8 calcium fluorescence; 0% DMSO wells, 100% maximal acetylcholine response;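 active = activation above the run's mean over test compounds plus 3 SD, cut at about 23% in these data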;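 note: signal is peak over basal fluorescence ratio across the kinetic read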
The depositor's hits bear a star; . = not tested or not shown. An excerpt, so the mix of outcomes need not match the whole.

Values run as follows: M4 PAM	CHRM5 antagonist	CRFR2-BP antag	CHRM4 agonist	IDE inh	CHRM4 antagonist	M5 PAM	CRFBP-R2 agonist	M5 ag
> CCOC(=O)[C@]12Cc3cc(OC)ccc3[C@H]1N(CC(=O)OC)C(=O)c1cc(OC)ccc12
→ -3	3	.	1	.	10	0	.	2
> N#CCN1CCN(c2ccc(C(F)(F)F)cc2)CC1
→ -3	1	21	2	0	7	-1	-1.5	-6
> O=c1[nH]c2ccccc2n1C1CCN(C(c2ccnc3ccccc23)c2nnnn2-c2ccc3c(c2)OCCO3)CC1 (stereo not drawn)
→ -12	15	.	27	.	18	-18	.	7
> CC(C)C12CN3CC(C(C)C)(CN(C1)C3c1cccnc1)C2=O (stereo not drawn)
→ 7	7	46	1	2	4	-4	4.2	-1
> O=P(O)(O)COc1ccccc1O
→ -4	-1	14	1	3	5	-4	1.9	-1
> CCCNC(=O)c1c(N)n(Cc2ccc3c(c2)OCO3)c2nc3ccccc3nc12
→ -3	-7	-6	1	7	3	7	1.9	4
> O=C1NC(=O)C(=Cc2ccc(N3CCOCC3)cc2)C(=O)N1
→ 3	4	26	0	-2	-4	3	0.3	2
> COc1ccc(CN2Cc3cnnn3-c3ccccc3C2c2ccccc2)cc1 (stereo not drawn)
→ -3	-15	13	-2	.	-16	-3	1.1	-2
> CS(=O)(=O)c1ccc(C(=O)N2CCC(C(=O)O)(c3ccccc3)CC2)cc1
→ 5	-4	1	0	-2	-8	3	-1.8	0
> Cc1cc2c(cc1C)NP(=S)(c1ccccc1)N2
→ 0	5	5	4	.	-3	-8	-6.3	-3
> CCCc1cc(=O)oc2cc(OCC(=O)N3CCC(C(=O)O)(c4ccccc4)CC3)ccc12
→ 1	8	9	1	2	4	0	-0.2	-1
> C=CC12CN(C)[C@@H]3C4CO[C@H](C[C@H]41)[C@]1(C(=O)Nc4ccccc41)[C@@H]32 (stereo partly drawn)
→ 2	4	1	1	-3	0	-2	-2.6	1
> CC1(C)CN=C(NCc2ccccc2Cl)S1
→ -12	1	-29	1	-4	18	-2	0.4	-7
> CC12CN3CC(C)(CN(C1)C3c1cccnc1)C2=O (stereo not drawn)
→ -1	0	-13	1	5	5	8	0.1	-3
> Cc1cccc(C(O)(C(=O)O)c2ccccc2)c1 (stereo not drawn)
→ 11	-7	10	0	.	-16	-2	3.9	1
> CCOC(=O)[C@@H]1[C@H]2COc3ccc(Br)cc3[C@@H]2N2C(=O)N(c3cccc(C)c3)C(=O)[C@]12C
→ 4	17	16	0	-2	5	-1	-0.3	-6
> COC(=O)C1=C(c2ccc(F)cc2OCc2ccccc2)C[C@@H]2CC[C@H]1N2C(=O)NCc1ccccc1Br
→ -8	5	16	1	6	16	-10	0.9	-6
> c1ccc(CCN2CCCCC2)nc1
→ -4	7	6	0	.	2	12	-3.0	-3
> O=C(Cc1ccccc1)OCC(=O)c1ccc(F)cc1
→ -1	8	9	0	0	-4	1	-0.8	-4
> Cc1nc2ccccn2c1P(=S)(N1CCCCC1)N1CCCCC1
→ 4	4	-75	0	3	6	1	63*	-5
> Cc1cc(/C=C2\C(=O)NC(=O)N(Cc3ccco3)C2=O)c(C)n1-c1ccc(O)cc1
→ 14	-4	-2	1	0	-9	9	1.1	-1
> Clc1ccc(-c2nc3ccc(Cl)cn3c2CN2CCOCC2)cc1
→ -3	2	9	2	7	-4	-5	0.3	-2
> O=c1cc(CN2CC=C(c3ccccc3)CC2)c2c(ccc3ccccc32)o1
→ -3	2	0	0	3	-2	-3	1.5	-4
> c1ccc(C(CN2CCCCC2)c2ccccc2)cc1
→ -9	20	4	1	.	26	-34	-0.8	-11
> O=C1CC(N2CC=C(c3ccccc3)CC2)C(=O)N1c1ccc(F)cc1 (stereo not drawn)
→ 4	4	-19	2	2	5	-5	4.9	2
> CC(C)C[C@H]1COc2cc(N3CCN(C)CC3)ccc2S(=O)(=O)N1
→ 9	1	.	2	.	-4	-5	.	-2
> CN(C)C(=O)Oc1cccc(OCc2n(C)c3ccccc3[n+]2C)c1
→ -6	3	29	0	4	8	-1	-1.4	-4
> COc1cc(OC)cc(-n2nc(C(=O)N3CCC4(CC3)OCCO4)c3ccccc3c2=O)c1
→ -4	13	-5	11	-1	1	-15	2.7	1
> CCOC(=O)C1(CCOc2ccccc2)CCN(Cc2ccccc2OC)CC1
→ -11	12	-15	6	-2	-4	-17	-0.3	-5
> O=P(C(Cl)Cl)(N1CCOCC1)N1CCOCC1
→ 2	15	5	1	3	5	-3	0.5	-2

The list goes on (4 carried over from the part before).
Values run as follows: M4 PAM	CHRM5 antagonist	CRFR2-BP antag	CHRM4 agonist	IDE inh	CHRM4 antagonist	M5 PAM	CRFBP-R2 agonist	M5 ag
> CN(C)C(=O)Oc1cccc(OCc2n(C)c3ccccc3[n+]2C)c1
→ -6	3	29	0	4	8	-1	-1.4	-4
> COc1cc(OC)cc(-n2nc(C(=O)N3CCC4(CC3)OCCO4)c3ccccc3c2=O)c1
→ -4	13	-5	11	-1	1	-15	2.7	1
> CCOC(=O)C1(CCOc2ccccc2)CCN(Cc2ccccc2OC)CC1
→ -11	12	-15	6	-2	-4	-17	-0.3	-5
> O=P(C(Cl)Cl)(N1CCOCC1)N1CCOCC1
→ 2	15	5	1	3	5	-3	0.5	-2
> CCCN1CCc2cc(O)cc3c2[C@H]1Cc1ccc(O)c(O)c1-3
→ 5	-4	9	1	-1	3	9	0.7	3
> CC1(C)C(=O)CC[C@@]2(C)C1=CCC1C2CC[C@]2(C)C(=O)CCC12 (stereo partly drawn)
→ 10	7	5	6	4	-19	8	-4.5	-2
> CC(C)N1CCC2(CC1)NC(CO)(CO)CO2
→ 2	-2	-18	0	4	-2	1	-0.4	0
> CCOC(C(=O)OCCC[N+](C)(CC)CC)(c1ccccc1)c1ccccc1
→ -14	55*	2	1	0	21	-22	2.9	-6
> O=C(COc1ccc(Cl)cc1Cl)N1CCN(C/C=C/c2ccccc2)CC1
→ 2	-1	-28	9	-4	0	-1	-0.5	-1
> CC(C)C[C@H]1C(=O)N2CCC[C@H]2[C@]2(O)O[C@](NC(=O)[C@@H]3C=C4c5cccc6[nH]cc(c56)C[C@H]4N(C)C3)(C(C)C)C(=O)N12
→ -1	7	-23	4	5	4	0	40	2
> CCOc1ccc(N=C2SCCCN2C)cc1
→ -6	6	-106	1	4	2	-3	0.4	-5
> O=P(O)(O)CN1CCNCCN(CP(=O)(O)O)CCNCC1
→ 1	10	14	0	.	-11	-11	-5.1	1
> Cc1ccc2c(c1)N(C(C)C(=O)N1CCC3(CC1)OCCO3)C(=O)CO2 (stereo not drawn)
→ -8	9	-1	0	4	9	-2	-0.5	-5
> S=C(NCCc1ccccc1)NCCc1cnc[nH]1
→ -7	-2	13	0	11	5	10	-2.0	-10

Next section, overlapping the part above by five compounds.
Values run as follows: M4 PAM	CHRM5 antagonist	CRFR2-BP antag	CHRM4 agonist	IDE inh	CHRM4 antagonist	M5 PAM	CRFBP-R2 agonist	M5 ag
> CC(C)C[C@H]1C(=O)N2CCC[C@H]2[C@]2(O)O[C@](NC(=O)[C@@H]3C=C4c5cccc6[nH]cc(c56)C[C@H]4N(C)C3)(C(C)C)C(=O)N12
→ -1	7	-23	4	5	4	0	40	2
> CCOc1ccc(N=C2SCCCN2C)cc1
→ -6	6	-106	1	4	2	-3	0.4	-5
> O=P(O)(O)CN1CCNCCN(CP(=O)(O)O)CCNCC1
→ 1	10	14	0	.	-11	-11	-5.1	1
> Cc1ccc2c(c1)N(C(C)C(=O)N1CCC3(CC1)OCCO3)C(=O)CO2 (stereo not drawn)
→ -8	9	-1	0	4	9	-2	-0.5	-5
> S=C(NCCc1ccccc1)NCCc1cnc[nH]1
→ -7	-2	13	0	11	5	10	-2.0	-10
> Cc1ccc(-n2c(CNCc3ccc(F)cc3)nc3ccccc3c2=O)cc1
→ 4	1	-10	1	.	-18	-2	-3.9	-1
> O=C1NC(=O)N(c2ccccc2)C(=O)/C1=C/c1ccoc1
→ -6	-5	-53	3	10	1	-11	44	4
> COc1ccc(CCn2c(O)c(C=NC3CC3)c(=O)[nH]c2=O)cc1OC
→ 1	-1	3	3	7	3	1	-0.6	-1
> C=CCn1c(O)c(C(C)=NCC2CCCO2)c(=O)[nH]c1=O (stereo not drawn)
→ -7	7	-4	0	1	10	-1	-1.5	-1
> COC(=O)C1=C(c2c(C)noc2C)C[C@@H]2CC[C@H]1N2C(=O)NCCO
→ 5	9	5	1	1	0	8	-0.5	-2
> O=C1NC(=O)C(=Cc2cc([N+](=O)[O-])ccc2N2CCCCC2)C(=O)N1
→ -5	0	9	0	6	1	-3	-1.7	-5
> Clc1cccc(CNCCc2ccc3c(c2)OCO3)c1
→ -8	3	-7	0	1	7	-2	-0.2	-8
> COc1c(OP2(=S)OCC(C)(C)CO2)cnn(C2CCCCC2)c1=O
→ 2	-4	.	3	.	4	1	.	3
> COc1ccc(C(C)=O)cc1CC(C(=O)c1ccc(Br)cc1)N(C)C (stereo not drawn)
→ 3	0	10	2	-2	-8	1	-1.2	-2
> Cc1ccc2c(c1)C1CN(C)CCC1N2C(=O)c1cn(-c2ccccc2)nc1-c1ccccc1 (stereo not drawn)
→ -2	4	-28	5	-6	3	4	3.2	1
> Cc1cc(=O)oc2cc(OCC(=O)N3CCN(Cc4ccc5c(c4)OCO5)CC3)ccc12
→ 2	-16	12	3	4	-14	10	-2.4	-2
> C=C1C2[C@H](OC(C)=O)[C@@H]3CC(=O)[C@]4(C)OC[C@@]3(C)[C@@]4(O)[C@@H](OC(C)=O)[C@H](OC(C)=O)[C@@]2(COC(=O)c2ccccc2)[C@@H](OC(C)=O)C[C@@H]1O (stereo partly drawn)
→ 7	-1	6	1	5	-5	4	-1.3	0
> Cn1c(O)c(N=Nc2cccc(S(=O)(=O)N3CCOCC3)c2)c(=O)n(C)c1=O
→ -1	1	8	1	0	0	-2	-0.8	-1
> Cn1c(O)c(C(=NCCc2c[nH]c3ccccc23)c2ccccc2)c(=O)n(C)c1=O
→ 0	-3	-5	1	-3	5	7	1.3	2
> CCc1nnc(NS(=O)(=O)c2ccc(N=Cc3c(O)n(-c4ccc(Cl)cc4)c(=O)[nH]c3=O)cc2)s1
→ 8	4	-6	2	2	2	-6	14	0
> COC(=O)C1=C(c2ccc(C(C)=O)cc2)C[C@@H]2CC[C@H]1N2C(=O)NC1Cc2ccccc2C1
→ 3	10	7	1	2	0	-6	0.4	-4
> COC(=O)C1=C(c2ccc(-c3ccccc3)c(F)c2)C[C@@H]2CC[C@H]1N2C(=O)NCc1ccco1
→ -3	7	22	2	1	5	-2	-1.4	-6
> C(#CCN1CCCCC1)COCc1ccccc1
→ -1	6	4	1	7	-2	9	-1.3	-14
> CCCC(C)C1C(C#N)=C(N)Oc2c1c(=O)oc1ccccc21 (stereo not drawn)
→ 4	-5	21	3	4	-4	1	-1.1	-1
